# From PubChem BioAssay
# TCR CD3 inh: inhibitors of human TCR-CD3 interaction, primary screen, biochemical, fluorescence, TAMRA-labeled TCR probe; T-cell receptor (TCR); 360,000 tested, 0.37% active; inhibition, % at 9.4 µM; AID 651800, 2012; in the data active = inhibition above about 19%;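 note: recombinant mutant TCR 2C K166C tagged with TAMRA read by polarization; 0% = receptor in buffer alone and 100% = receptor with positive control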
# UHRF1 MBD2 ctr: UHRF1 methylated DNA binding inhibitors, primary screen, counter-screen for MBD2 inhibitor project, biochemical, TR-FRET, human UHRF1, single concentration | E3 ubiquitin-protein ligase UHRF1 (Homo sapiens), Q96T88 | UHRF1 binding to methylated oligo | inhibition, % at 4.4 µM | 370,000 tested, 0.75% active | AID 687016, 2013; in the data active = inhibition above about 21%;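 note: UHRF1 SRA domain binding a hemimethylated CpG hairpin DNA probe; 0% = median of test compound wells and 100% = reference inhibitor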
# Target sequence (Q96T88 whole entry, looked up, the tested form may be a part): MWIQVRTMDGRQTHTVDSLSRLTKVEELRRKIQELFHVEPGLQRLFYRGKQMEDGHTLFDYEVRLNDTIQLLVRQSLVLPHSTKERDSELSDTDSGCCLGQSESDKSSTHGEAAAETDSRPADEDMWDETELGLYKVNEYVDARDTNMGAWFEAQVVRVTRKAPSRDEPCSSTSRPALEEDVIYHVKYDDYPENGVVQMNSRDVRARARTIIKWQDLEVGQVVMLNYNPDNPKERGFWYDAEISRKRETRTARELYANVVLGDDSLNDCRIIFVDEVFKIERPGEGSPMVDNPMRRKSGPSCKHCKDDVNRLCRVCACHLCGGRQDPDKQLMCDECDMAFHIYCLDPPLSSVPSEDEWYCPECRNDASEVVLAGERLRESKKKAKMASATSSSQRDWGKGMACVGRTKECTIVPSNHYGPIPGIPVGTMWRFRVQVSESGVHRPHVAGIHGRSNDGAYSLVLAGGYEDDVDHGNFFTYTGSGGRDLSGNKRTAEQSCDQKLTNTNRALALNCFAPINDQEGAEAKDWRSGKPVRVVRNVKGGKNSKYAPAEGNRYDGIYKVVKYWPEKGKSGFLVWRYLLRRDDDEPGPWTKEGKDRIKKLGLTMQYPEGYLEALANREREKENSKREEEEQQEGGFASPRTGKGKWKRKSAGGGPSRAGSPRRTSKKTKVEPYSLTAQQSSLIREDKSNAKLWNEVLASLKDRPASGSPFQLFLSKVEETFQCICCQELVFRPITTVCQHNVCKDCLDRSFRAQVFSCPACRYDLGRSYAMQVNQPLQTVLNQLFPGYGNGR
# GC-A act: GC-A stimulated cGMP production enhancers – HEK293 GC-A cells, cGMP TR-FRET, EC30 ANP, primary screen; 0% at EC30 ANP, 100% saturating ANP; 370,000 tested, 0.14% active; Atrial natriuretic peptide receptor 1 (Homo sapiens), P16066; activation, % at 10 µM; in the data active = activation above about 40%
# SIAE primary: human SIAE inhibitors, primary screen, biochemical, fluorescence polarization, FP-Rh probe, 1536-well HTS | Sialate O-acetylesterase (Homo sapiens), Q9HAT2 | SIAE FP-Rh probe binding | inhibition, % at 9.66 µM | 370,000 tested, 0.69% active;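 active = inhibition above a cutoff: mean of compounds within the control limits plus 3 SD of those, cut at about 17% in these data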;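 note: 0% = plate median of compound wells and 100% = probe without SIAE protein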
# rCAG RNA binder: binders of r(CAG) RNA repeats, primary screen, biochemical, fluorescence. r(CAG) RNA repeat, TO-PRO-1 dye displacement fluorescence. inhibition, % at 3 µM. 370,000 tested, 1.3% active;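 active = inhibition above the plate cutoff, the mean of all test compounds on that plate plus 3 SD, cut at about 35% in these data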;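 note: 0% = DMSO alone and 100% = 100 µM mitoxantrone as full dye displacement; higher means more dye released from RNA so lower well fluorescence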
# MBD2 inh: inhibitors of MBD2 binding to methylated DNA, primary screen, biochemical, TR-FRET, DNA-binding domain, human | Methyl-CpG-binding domain protein 2 (Homo sapiens), Q9UBB5 | MBD2 binding to methylated oligonucleotide | inhibition, % at 4.4 µM | 370,000 tested, 0.31% active; in the data active = inhibition above about 13%
# GC-B act: human GC-B receptor activators, primary screen, HEK293 GC-B cells, cGMP TR-FRET, EC30 CNP. Atrial natriuretic peptide receptor 2 (Homo sapiens), P20594. 0% at EC30 CNP, 100% saturating CNP. activation, % at 10 µM. 370,000 tested, 0.11% active. AID 1920062, 2024;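 active = activation at 10 µM reaching about 35% in either raw or pattern-adjusted values, limit read from the data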
# PRMT1 inh: PRMT1 methyltransferase inhibitors, primary screen, biochemical, fluorescence polarization. 370,000 tested, 1.3% active. inhibition, % at 2.79 µM. recombinant PRMT1, activity-based probe fluorescence polarization. AID 652257, 2013. Protein arginine N-methyltransferase 1 (Homo sapiens), Q99873;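 active = inhibition above about 21% made by adding two undisclosed values, limit read from the data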
# ABHD4 inh: ABHD4 inhibitors, primary screen, biochemical, fluorescence polarization, mouse; (Lyso)-N-acylphosphatidylethanolamine lipase (Mus musculus), Q8VD66; purified mABHD4, FP-Rh probe fluorescence polarization; inhibition, % at 8.92 µM; 370,000 tested, 0.54% active; AID 720543, 2013;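 active = inhibition exceeding the mean over every tested compound plus 3 SD, cut at about 30% in these data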;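 note: 0% = plate median of compound wells and 100% = S159A mutant with DMSO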
#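 Assay system: wild-type mouse ABHD4 protein; compound: single nominal dose of 8.92 µM, 0.89% DMSO final; schedule: 45 min + 60 min at 25 °C; measured by: FP readout, ex 525 nm / em 598 nm; evaluation: % inhibition of FP-Rh probe binding versus controls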
# HTRA1 inh: HTRA1 serine protease inhibitors, primary screen, biochemical, fluorescence polarization, HTS; Q92743; recombinant HTRA1, FP-rhodamine activity-based probe; inhibition, % at 5.96 µM; 340,000 tested, 0.5% active; AID 504803, 2011; in the data active = inhibition above about 36%;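 note: 0% = enzyme with DMSO and 100% = wells lacking enzyme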
# Numbers without * were called inactive; . = not tested or not shown.
SMILES,TCR CD3 inh,UHRF1 MBD2 ctr,GC-A act,SIAE primary,rCAG RNA binder,MBD2 inh,GC-B act,PRMT1 inh,ABHD4 inh,HTRA1 inh
CC(=O)O[C@@H]1C[C@H]2C(C)(C)C(=O)C=C[C@]2(C)[C@H]2CC[C@@]3(C)[C@H](c4ccoc4)OC(=O)[C@H]4O[C@]43[C@@]21C,0.8,1.4,0.1,2.6,-11.1,2.7,-2.0,0.5,-3.2,-19.8
C[C@@H](c1ccccc1)N1C[C@H](COCc2ccccc2)Oc2cc(N3CCC[C@@H]3CO)ccc2S1(=O)=O,-4.0,2.0,-2.9,-3.3,9.6,1.4,1.7,-1.5,-11.2,.
Cc1onc(-c2ccccc2Cl)c1C(=O)c1ccccc1,3.9,0.1,1.4,5.3,-3.5,5.1,-3.9,5.9,-10.7,3.3
Cc1ccc(N2C(=O)c3ccc(C(=O)Nc4cccnc4)cc3C2=O)c(C)c1,-4.3,2.1,4.2,-5.7,-3.1,0.7,7.4,0.6,-3.7,-10.0
O=C(CSc1nnc(-c2ccco2)o1)NC1CC2CCC1C2 (stereo not given),-0.5,-2.7,0.8,0.0,-2.2,-4.3,3.8,1.6,-4.7,2.7
CCOC(=O)c1c(NC(=O)CSc2nnc(CNc3ccc(C)cc3C)o2)sc(C)c1C,-1.2,-0.9,-4.4,0.9,3.4,0.8,-4.7,-1.9,14.7,-10.8
CSc1ccccc1OCc1cc(C(=O)N2CCN(Cc3nccn3C)CC2)no1,-2.2,0.3,6.6,3.5,-6.1,2.5,2.4,3.7,-3.9,-0.3
Cc1nc(C)c(CCNC(=O)c2cccc(Cl)c2)s1,-0.5,-1.2,0.6,1.1,0.8,-3.4,1.9,5.3,-8.8,-3.1
OCC[C@@H]1C[C@@H](O)[C@H](O)[C@]2(OCCc3ccccc32)O1,1.0,-0.8,2.3,-4.2,0.7,0.3,4.7,0.6,3.9,-5.5
COc1ccc(CCNC(=O)Nc2ccccc2[N+](=O)[O-])cc1,3.8,-1.3,0.1,-5.2,0.6,-2.1,4.2,3.3,-1.9,.
Cc1sc2ncn(CC(=O)NCCCC(=O)N(C)Cc3ccccc3)c(=O)c2c1C,0.7,-0.1,-1.8,-1.9,-4.9,-5.3,2.3,-6.3,1.3,3.3
CC(C)(C)CC(C)(C)NCC(O)COc1c(F)cc(Br)cc1F (stereo not given),-3.9,-0.4,0.1,0.3,6.7,7.1,-2.6,2.4,14.0,1.0
CC1CCN(C(=O)CC(NC(=O)c2ccccc2Cl)c2ccccc2)CC1 (stereo not given),-8.9,3.3,-5.3,-2.5,-4.2,-3.5,-2.5,3.2,9.6,0.9
O=C(C1CC1)N(CCN(Cc1ccccc1)C(=O)C1CC1)Cc1ccccc1,-1.8,2.1,-23.8,0.6,-11.4,4.5,-15.0,-1.2,-1.6,0.1
CCOc1cccc(-c2nnc3sc(-c4cc(OC)c(OC)c(OC)c4)nn23)c1,-0.6,3.2,9.3,-1.4,-0.2,4.5,6.4,-3.6,-1.9,-4.2
Cc1ccc(C(=O)/C=C/c2ccc3c(c2)OCO3)o1,2.5,-2.1,.,2.3,6.4,-3.2,.,0.8,6.5,-4.1
O=C(CSc1n[nH]c(-c2ccco2)n1)Nc1ccc(F)cc1,-4.2,1.2,1.4,1.7,11.6,-2.3,-8.0,4.2,2.5,-1.0
Cc1ccc(NC(=O)OC[C@@H]2CSCCS(=O)(=O)N2)cc1,-10.5,0.3,2.8,0.4,-0.5,-0.6,0.7,-0.2,6.8,.
CSc1cccc(NC(=O)C2CCCN(S(=O)(=O)c3cccs3)C2)c1 (stereo not given),0.8,0.1,-2.4,-4.8,2.9,-1.9,-5.7,1.0,-2.5,-39.8
CC(=O)Nc1ccc(OCC(O)Cn2c(C(C)C)nc3ccccc32)cc1 (stereo not given),-5.8,0.9,-4.6,10.5,-4.8,5.9,-3.3,0.6,-2.3,-10.0
CC(C)Oc1cccc(C(=O)Nc2nnc([C@H]3C[C@H](O)[C@@H](CO)O3)s2)c1,9.4,0.5,-0.5,-3.0,1.8,-6.1,-1.7,0.1,1.2,.
CCOC(=O)C1CCN(C(=O)c2cccc(NC(=O)C(CC)CC)c2)CC1,3.1,4.2,1.6,9.1,-5.0,-3.9,1.4,-1.5,5.6,-4.0
O=S(=O)(Nc1ccc2nc(-c3ccco3)[nH]c2c1)c1ccccc1,6.3,-6.7,-3.0,-3.9,4.8,-8.7,-2.8,5.3,5.8,5.0
COc1ccc(N2C(=O)N[C@@H](Cc3ccccc3)C2=O)cc1OC,-1.5,1.4,0.5,4.4,1.9,-3.1,-6.9,3.3,4.2,15.0
COc1ccccc1NC(=O)COC(=O)C1CC1,2.6,0.3,-4.2,-3.2,-2.3,-2.2,-3.2,-4.3,-1.2,-9.4
COC(=O)c1ccc(COC(=O)c2ccc(-n3cnnn3)cc2)o1,4.4,-2.5,-3.2,5.0,-0.4,-0.2,0.4,-4.2,1.8,-8.7
CC(C)(C)OC(=O)CNC(=O)c1nc[nH]c1C(=O)N1CCN(C(=O)OC(C)(C)C)CC1,-1.8,0.0,0.0,7.4,-6.2,-3.2,4.8,-2.4,-1.9,8.1
CC(=O)c1c(C)[nH]c(C(=O)Nc2ccc(N3CCCCCC3)cc2)c1C,1.8,-2.6,-2.4,26.0*,4.9,-0.6,-3.2,3.4,29.1,14.8
O=C(Nc1ccc(OC(F)F)cc1)c1cc[n+]([O-])cc1,-2.8,6.2,-0.8,5.0,4.5,1.3,1.5,-2.0,-6.1,-3.0
CC1N(C)c2cc(NC(=O)c3ccco3)c(P(=O)(Nc3ccc([N+](=O)[O-])cc3)N3CCOCC3)cc2C1(C)C (stereo not given),-23.5,4.9,3.4,-27.8,11.4,1.3,0.3,7.1,-146.6,-53.1
Cc1cc(C)nc(Nc2cccc3ccccc23)n1,-0.1,-0.9,-1.1,0.5,-1.9,-2.2,-1.4,1.3,-0.2,-2.0
CCC(C)(C)NC(=O)C(c1ccc(F)cc1)N(Cc1ccco1)C(=O)c1cnccn1 (stereo not given),-3.9,-4.5,-1.7,-0.4,-6.4,1.8,-4.5,-2.2,-1.8,-0.3
COC(=O)c1ccc(CN2CCC(Oc3cccc(C(=O)N4CCOCC4)c3)CC2)cc1,1.0,-2.3,1.5,3.7,-10.4,-2.2,0.6,3.4,-2.1,0.9
S=C(c1ccc(Br)cc1)N1CCCC1,2.3,-1.0,3.6,-0.5,-2.4,0.3,-0.1,0.4,5.7,7.2
C=CCOc1ccc(/C=C2\SC(N)=NC2=O)cc1OC,-6.8,0.3,3.7,-12.4,8.1,-1.1,-6.3,0.9,0.9,-2.0
CC(C)(O)c1[nH]c2cc(C(F)(F)F)ccc2c1C(C)(C)O,-3.9,0.2,5.2,-12.3,9.1,-6.0,1.2,3.8,-11.1,-10.4
COc1ccc(C(=O)Nc2ccc(O)c3ccccc23)cc1OC,3.1,0.3,-2.7,1.4,6.7,-2.0,3.8,-0.6,12.7,6.6
O=C(NCc1cccnc1)c1ccccc1NS(=O)(=O)c1ccccc1,-3.4,0.8,-1.3,-4.9,4.4,3.3,2.6,-1.4,-0.3,-4.2
Cc1nc(NCC(c2ccccc2)N(C)C)c2c(C)c(C)sc2n1 (stereo not given),11.5,0.3,-18.7,-2.1,-8.9,2.9,-14.9,3.7,9.8,-13.0
Cc1nnc(N=c2ssnc2Cl)o1,4.0,-5.9,2.7,10.3,4.8,3.1,15.6,48.7*,1.5,-3.0
CN(CCCCCCCCCCN(C)C(=O)Oc1cccc([N+](C)(C)C)c1)C(=O)Oc1cccc([N+](C)(C)C)c1,4.7,-1.4,3.5,2.7,8.8,-2.8,6.1,-3.3,3.0,9.2
O=S(=O)(c1c(F)cccc1F)N1CCCC2CCCCC21 (stereo not given),4.5,3.3,1.8,-5.4,1.8,1.6,2.3,3.5,-10.7,-1.4
Cc1ccc(C(=O)NCC(=O)N(C)CC(=O)Nc2ccccc2Br)s1,2.8,0.3,-2.9,-1.9,3.0,-6.6,0.3,-0.5,7.8,0.8
CC(C)(C)c1csc(NNC(=O)c2ccc(Cl)cc2)n1,-5.8,-2.5,-0.2,6.9,1.8,3.8,4.5,7.7,10.7,.
COc1cc(C(c2c(C)[nH][nH]c2=O)c2c(C)[nH][nH]c2=O)cc(OC)c1OC,-3.0,-11.0,0.5,2.6,-1.6,-4.0,-1.6,-0.7,2.3,-0.1
CCSCCOC(=O)C1=C(C)NC(=O)NC1c1ccccc1 (stereo not given),-12.0,2.1,13.5,-2.2,-1.4,3.0,4.1,3.7,-3.8,1.7
CCCNC(=O)c1onc(CS(=O)(=O)c2cccc(OC)c2)c1C(=O)NCCC,-3.3,-3.1,0.3,9.0,-3.8,-6.6,-3.7,-3.8,0.1,-3.1
O=C1CC(c2cccnc2)c2cc3c(cc2N1)OCO3 (stereo not given),-4.5,2.8,2.4,4.9,4.2,0.8,3.3,-4.5,-2.0,1.1
O=C(NCCc1ccc(Cl)cc1)c1ccc2nc(N3CCOCC3)sc2c1,3.0,1.0,-1.4,-2.9,4.2,4.8,-7.2,1.3,0.5,-13.1
CSC[C@H]1CN(Cc2cccnc2)C(=O)[C@@H]1CC(=O)Nc1ccc(Br)cc1,5.3,-1.7,-1.0,-0.2,3.6,-1.1,2.6,1.5,-3.5,-3.9
COC(=O)c1ccc(C)c(NC(=O)CCc2cc(OC)c(OC)c(OC)c2)c1,3.0,4.3,-6.9,3.2,-3.5,-0.3,6.9,-0.8,-3.7,-2.0
OC(C#CCN1CCCC1)(c1ccccc1)c1cccc(F)c1 (stereo not given),2.1,-1.1,-7.8,14.2,-3.5,-6.8,-5.7,0.0,-1.9,-0.7
CN(C)CCCOc1cccc(Oc2ccccc2)c1,3.7,0.3,1.5,5.1,0.4,-3.5,3.6,0.7,0.1,2.1
CCOC(=O)NN1C(=O)c2ccccc2NC1c1ccc(N(C)C)cc1 (stereo not given),-7.9,-2.0,1.5,0.5,-1.3,2.3,6.1,-2.9,4.8,3.7

# Arranged by formula weight (lowest first): four of the compounds above
SMILES,TCR CD3 inh,UHRF1 MBD2 ctr,GC-A act,SIAE primary,rCAG RNA binder,MBD2 inh,GC-B act,PRMT1 inh,ABHD4 inh,HTRA1 inh
COc1ccccc1NC(=O)COC(=O)C1CC1,2.6,0.3,-4.2,-3.2,-2.3,-2.2,-3.2,-4.3,-1.2,-9.4
O=C(Nc1ccc(OC(F)F)cc1)c1cc[n+]([O-])cc1,-2.8,6.2,-0.8,5.0,4.5,1.3,1.5,-2.0,-6.1,-3.0
COC(=O)c1ccc(COC(=O)c2ccc(-n3cnnn3)cc2)o1,4.4,-2.5,-3.2,5.0,-0.4,-0.2,0.4,-4.2,1.8,-8.7
O=C(NCc1cccnc1)c1ccccc1NS(=O)(=O)c1ccccc1,-3.4,0.8,-1.3,-4.9,4.4,3.3,2.6,-1.4,-0.3,-4.2

# A portion of the library; rates above refer to the full screens.
